High-throughput results: PubChem BioAssay, several laboratories
FXIIa inh 1536: factor XIIa (human) inhibition; P00748; purified FXIIa, Boc-QGR-AMC fluorogenic substrate, 2 h; inhibition, % at 5 µM; 0.3% of 220,000 active; AID 800; in the data active means inhibition above about 40%;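 further: 0% = enzyme with no compound and 100% = blank without enzyme; many of its hits are not listed in these tables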
hK5 inh: kallikrein 5 (human) inhibition; recombinant hK5, fluorogenic AMC substrate cleavage; inhibition, % at 5 µM; 0.59% of 210,000 active; AID 873;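 active means inhibition of 40% or more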;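 further: 0% = enzyme controls without compound and 100% = no-enzyme blanks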
Target sequence (Q9Y337 67-293 limits assumed): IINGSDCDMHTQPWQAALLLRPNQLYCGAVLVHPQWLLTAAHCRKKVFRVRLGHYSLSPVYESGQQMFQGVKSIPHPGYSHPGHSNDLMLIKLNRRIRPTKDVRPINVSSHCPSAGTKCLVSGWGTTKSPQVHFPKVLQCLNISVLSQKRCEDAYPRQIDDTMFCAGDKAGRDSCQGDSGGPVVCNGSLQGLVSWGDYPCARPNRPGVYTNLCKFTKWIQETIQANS
p97 ATPase inh: blocks human p97 ATPase activity | recombinant p97 ATPase, Kinase-Glo ATP luminescence, 3 h | 0.42% of 220,000 active | inhibition, % at 8 µM | AID 1481 | P55072; in the data active means inhibition above about 15%;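 further: 0% = DMSO vehicle and 100% = wells lacking enzyme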
Wee1 degr inh: blocks degradation of human Wee1 kinase; P30291; HeLa Luc-Wee1K328M stability, luciferase luminescence; 100% = proteasome inhibitor MG132 effect; reporter increase, % at 5 µM; 1.2% of 220,000 active;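 active means activation above the mean of all tested compounds plus 3 SD, set per screening run, cut at about 8.8% in these data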;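 further: cells exposed to compound for 20 h before luminescence read; 0% = DMSO alone and 100% = MG132 at 30 µM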
Rad51 HR inh: blocks human Rad51 in homologous recombination | inhibition, % at 10 µM | AID 1385 | Q06609 | hRad51 DNA strand exchange, fluorescence dequenching | 0.085% of 200,000 active;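 active means inhibition above 40% at the single screening dose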;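 further: 0% = DMSO control wells and 100% = blanks with heterologous ssDNA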
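Read-out basis: percent inhibition relative to plate controls and blanks / Assay system: human Rad51 nucleoprotein filaments preassembled on unlabelled ssDNA / Timing: filaments 15 min 37 °C, then compound 30 min / Control set: per-plate controls and blanks / Technique: fluorescence dequenching at 485/520 nm / Compound: 10 µM final, single point / Also added: Fluorescein- and BHQ1-tagged 47-mer duplex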
14-3-3 Bad inh: disrupts binding of bovine 14-3-3 zeta to phospho-Bad peptide; AID 781; inhibition, % at 21.7 µM; TR-FRET 14-3-3zeta/Dy647-pBad peptide displacement, 1 h; P63103; 0.71% of 220,000 active;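 active means inhibition above about 70%, limit read from the data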;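 further: 0% = full 14-3-3 plus peptide FRET controls and 100% = background without 14-3-3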
Target sequence (P63103 whole entry, looked up): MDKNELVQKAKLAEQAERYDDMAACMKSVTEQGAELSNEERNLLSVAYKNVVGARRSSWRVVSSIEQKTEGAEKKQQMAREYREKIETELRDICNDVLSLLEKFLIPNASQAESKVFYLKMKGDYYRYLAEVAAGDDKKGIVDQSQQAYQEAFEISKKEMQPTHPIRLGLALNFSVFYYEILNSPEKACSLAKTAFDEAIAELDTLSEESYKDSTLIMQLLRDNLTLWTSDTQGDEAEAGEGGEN
Mdm2 ligase inh: Mdm2 E3 ligase (human) inhibition | Q00987 | cell-based MDM2 ubiquitination luciferase reporter, 2 h; 0 = plate control, 100 = twice control, blank-subtracted | signal enhancement, % at 5 µM | 0.11% of 210,000 active | AID 1230;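 active means signal enhancement of 30% or more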;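 further: luminescence tracks abundance of the self-degrading MDM2-luciferase fusion protein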
Target sequence (Q00987 whole entry, looked up, the tested form may be a part): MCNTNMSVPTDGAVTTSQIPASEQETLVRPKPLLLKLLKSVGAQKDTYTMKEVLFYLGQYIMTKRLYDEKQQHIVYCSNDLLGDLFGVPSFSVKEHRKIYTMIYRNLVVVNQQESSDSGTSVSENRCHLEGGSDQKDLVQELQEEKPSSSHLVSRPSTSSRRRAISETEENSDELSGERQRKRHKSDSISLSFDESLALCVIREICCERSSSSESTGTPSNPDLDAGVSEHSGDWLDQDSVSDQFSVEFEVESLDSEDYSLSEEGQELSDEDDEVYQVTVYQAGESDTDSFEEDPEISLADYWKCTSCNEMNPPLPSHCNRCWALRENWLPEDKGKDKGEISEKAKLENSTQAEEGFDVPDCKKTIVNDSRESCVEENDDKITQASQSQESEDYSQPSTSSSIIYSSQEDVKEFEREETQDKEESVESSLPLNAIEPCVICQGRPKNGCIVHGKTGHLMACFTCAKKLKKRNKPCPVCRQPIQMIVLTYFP
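Material: stable MDM2–luciferase fusion reporter cells / Quantity: 2000 cells/well / Dosing: single 5 µM compound dose, 0.2% final DMSO / Buffer or medium: DMEM / Schedule: 4 h cell settling then 2 h compound exposure, 37 °C / Detection: luminescence with SteadyLite reagent, 15 min at room temperature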
eIF4E 4G PPI: inhibitors of eIF4E and eIF4G interaction in translation initiation. 0.37% of 220,000 active. inhibition, % at 21.7 µM. P63073+Q04637. TR-FRET eIF4E-eIF4GI(517-606) binding, 2 h;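 active means inhibition above about 30%, limit read from the data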;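 further: 0% = full FRET control wells and 100% = background wells lacking eIF4GI fragment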
FXIa inh: inhibitors of human coagulation factor XIa; P03951; purified FXIa, Boc-Glu-Ala-Arg-AMC fluorogenic substrate; inhibition, % at 5 µM; 0.14% of 220,000 active; AID 798;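 active means inhibition of at least 40%; inactive means inhibition below 40%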;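 further: fluorescence of freed AMC excited at 355 nm; 0% = enzyme without compound and 100% = no enzyme blank; many of its hits are not listed in these tables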
The depositor's hits bear a star; x = no result given; [ ] = dose if it differs, or a comment.

FXIIa inh 1536	hK5 inh	p97 ATPase inh	Wee1 degr inh	Rad51 HR inh	14-3-3 Bad inh	Mdm2 ligase inh	eIF4E 4G PPI	FXIa inh	structure
12	0	6	3	8	-10	-7	-3	-2	COc1ccc(N2CCN(c3nc(Nc4ccc(C)c(F)c4)nc(N4CCCC4)n3)CC2)cc1
3	-27	-3	0	22	0	-9	-1	5	Cn1cc([N+](=O)[O-])c(C(=O)Nc2nc(-c3ccc(Cl)cc3)cs2)n1
8	-1	-3	0	-2	15	-24	-3	0	CCCCCCCCNC(=S)NCCN1CCCCC1
0	-3	1	-1	2	-6	19	-2	-5	O=S(=O)(c1ccccc1)N(CC1CO1)c1ccccc1 (stereo not drawn)
12	0	3	-5	0	3	-7	9	-1	O=C(Cn1cnc2c(cnn2-c2ccc(F)cc2)c1=O)OCc1ccccc1
13	-14	-1	0	14	5	-9	-7	7	O=C(C1CCC1)N(CCc1ccccc1)Cc1nc2ccccc2c(=O)[nH]1
5	-8	-7	4	-8	2	0	0	-3	Cc1cc(C)cc(NC(=O)N2CCCC2C(=O)NCc2ccco2)c1 (stereo not drawn)
16	-8	-2	-1	9	-6[fluorescence artefact?]	-32	3[fluorescence artefact?]	0	CN1C(=O)N(C)C2(c3ccccc3)NC(=O)NC12c1ccccc1 (stereo not drawn)
17	-9	10	-3	-3	1	-27	3	-1	O=C(Cn1nnc(-c2ccc(S(=O)(=O)N3CCCC3)cc2)n1)Nc1ccccc1-n1cccc1
3	-1	5	-1	9	-8	-4	1	-4	Cc1ccc(/C=N/NC(=O)CNC(=O)c2ccc(S(=O)(=O)N(C)C)cc2)cc1
-2	-3	2	3	1	-11	-65	-1	-2	COc1ccc2nc(NC(=O)c3cnccn3)sc2c1
-1	-7	4	-3	-35	-2	-1	0	-6	Cn1c(N)c(C(=O)COC(=O)c2cccnc2Cl)c(=O)n(C)c1=O
6	-19	4	-1	6	-23[fluorescence artefact?]	-5	4[fluorescence artefact?]	1	CC1CC(=O)C(C2c3ccccc3CCN2C(=O)CCl)C(=O)C1 (stereo not drawn)
4	-13	-9	-1	10	1[fluorescence artefact?]	-2	-3[fluorescence artefact?]	4	Cc1c(S(=O)(=O)Nc2ccc3c(c2)OCCO3)c(=O)n(C)c(=O)n1C
5	-1	0	-2	2	4	3	0	-3	O=C(CCc1nnc(-c2ccccc2)o1)NCc1cc(F)ccc1F
-8	-37	-2	-2	-5	-19[fluorescence artefact?]	-18	-25	4	CCC(=O)Nc1nc2n(n1)C(c1ccc(OC)cc1)C=C(c1ccccc1)N2 (stereo not drawn)
-2	-5	-3	-3	-2	-1	-18	8	4	Cc1ccc(NC(=O)c2cc3c(s2)CCCC3)cc1S(=O)(=O)Nc1ccccc1Cl
-3	-6	2	0	5	1	9	-2	-5	CC(=O)Nc1ccc(S(=O)(=O)Nc2nc3n(n2)C(c2ccccc2)CC(=O)N3)cc1 (stereo not drawn)
-4	-24	-7	-1	-2	-14	-16	-2	-9	COc1cc(OC)nc(Oc2ccccc2C(=O)Oc2ccc(C)cc2)n1
9	-66	-84	3	2	-1	-44	-8	3	Cc1ccc(N=Cc2c(C)[nH]n(-c3nc4ccccc4[nH]3)c2=O)cc1
13	-2	-1	-2	x	5	-8	-4[fluorescence artefact?]	10	O=C(c1ccccc1)N1CCCCCC1
20	-10	2	-2	4	0	-18	0	4	CCOC(=O)C1CCCN(c2c(NCc3ccco3)c(=O)c2=O)C1 (stereo not drawn)
14	-12	-1	0	6	8	-10	5	3	Cc1ccccc1-c1nc(CS(=O)(=O)CC(=O)N(C)C2CCCCC2)c(C)o1
7	-21	7	-1	4	-7	-21	8	-6	N#C/C(=C\c1cccc(Cl)c1)c1n[nH]c(Cn2cncn2)n1
3	-7	-2	1	0	-12	-1	-4	-8	COc1ccc(C2NC(=O)NC(C)=C2C(C)=O)cc1 (stereo not drawn)
-2	-4	3	9	x	-9	-11	1	-4	O=C(N1CCN(CCO)CC1)N1c2ccccc2CCc2ccccc21
10	-4	-6	1	-4	4	-22	0	2	CCC(=O)NCCc1nc2cc(NC(=O)c3ccc(OC)cc3)ccc2n1C
11	-7	3	-2	-2	-9	-18	7	2	CC(C)c1cc(C(=O)NCc2ccco2)no1
6	14	5	-4	-3	3	-2	1	-4	CC(=O)c1ccc(N2CCN(S(=O)(=O)c3c(C)[nH]c(=O)[nH]c3=O)CC2)cc1
7	-5	2	-3	18	1	-5	-1	-3	CCN1CCN(CC(O)COCc2cc(OC)c(OC)c(OC)c2)CC1 (stereo not drawn)
21	2	2	-2	0	-8[fluorescence artefact?]	-4	-7	8	O=C(Nc1cnc2ccccn2c1=O)c1ccc(F)cc1
12	-4	-10	12*	-4	-2	-33	3	1	Cc1ccnc(N(C(=O)c2cccs2)C(=O)c2cccs2)c1
3	-7	0	-3	5	-20	-19	7	-2	Fc1ccc(NC(=S)NN2CCOCC2)cc1Cl
-12	-14	-1	-2	-5	48[fluorescence artefact?]	-8	-12[fluorescence artefact?]	-1	O=C(c1ccco1)N1CCN(CC2CC3C=CC2C3)CC1 (stereo not drawn)
11	1	-1	-2	22	2	-9	1	1	CCOC(=O)c1ccc(N2C(=O)CC(C)(CC)CC2=O)cc1
3	-3	x	x	-6	-7	13	3	-3	CCCCNC(=O)C1CC(c2ccc(C(F)(F)F)cc2)=NO1 (stereo not drawn)
6	6	3	-1	13	-10	-9	3	-3	O=C(O)CCSc1nnc(COc2ccc([N+](=O)[O-])cc2)n1-c1ccccc1
0	-11	2	3	5	-19	2	1	-5	COc1ccccc1NC(=O)Cn1nc(-c2ccncc2)nc1SCC(=O)NC1CCCC1
6	3	-5	-1	-4	2	9	9	-1	COc1ccc(N2CCN(C(=O)CCC(=O)c3cc(C)sc3C)CC2)cc1
-3	16	1	6	-1	6	0	7	-14	CCCOc1ccc(C(=O)N2CCN(c3ccc(NC(=O)CC)cc3Cl)CC2)cc1
29	-9	7	4	3	1	-15	-12	20	O=C(O)CCSCc1ccccc1F
2	2	3	4	9	-9	-11	-1	-3	C=CCC(Nc1ccccc1)c1ccc(OC)c(OC)c1 (stereo not drawn)
6	x	2	-2	x	-4	-4	-1	1	Cc1[nH]c(=O)c(C#N)c(C)c1Cc1ccc(Cl)cc1Cl
11	-8	-3	-2	6	3	1	2	-9	CN(CC(=O)NC1CCCCC1)S(=O)(=O)c1ccc(Cl)cc1
6	3	4	1	-7	3	x	2	2	CCO[C@H]1OC(C(=O)N2CCN(Cc3ccccc3)CC2)=C[C@@H](C)[C@@H]1CCCO
9	-15	0	1	3	-9	-9	16[fluorescence artefact?]	2	COC(=O)c1ccc(OCC(=O)c2cccc(OC)c2)cc1
-1	-20	-4	-2	-2	-26	-6	3[fluorescence artefact?]	-5	COC(=O)c1c(NC(=O)COC(=O)[C@@H](NS(=O)(=O)c2ccc(C)cc2)C(C)C)sc2c1CCC2
4	-6	2	1	x	-5[fluorescence artefact?]	x	-4	-7	NC(=O)c1ccsc1NC(=O)c1ccc(S(=O)(=O)N2CCCc3ccccc32)cc1
-1	-1	4	1	0	-6	13	-4	2	Cc1nc2sccc2c(=O)n1N
7	-18	0	2	11	8	4	13[fluorescence artefact?]	6	COc1ccc(C(=O)CSc2nnc(CN3CCCCC3)n2-c2ccc(F)cc2)cc1

Four entries already listed, sorted by the value under 14-3-3 Bad inh, low to high:
FXIIa inh 1536	hK5 inh	p97 ATPase inh	Wee1 degr inh	Rad51 HR inh	14-3-3 Bad inh	Mdm2 ligase inh	eIF4E 4G PPI	FXIa inh	structure
9	-15	0	1	3	-9	-9	16[fluorescence artefact?]	2	COC(=O)c1ccc(OCC(=O)c2cccc(OC)c2)cc1
-1	-1	4	1	0	-6	13	-4	2	Cc1nc2sccc2c(=O)n1N
7	-5	2	-3	18	1	-5	-1	-3	CCN1CCN(CC(O)COCc2cc(OC)c(OC)c(OC)c2)CC1 (stereo not drawn)
6	3	4	1	-7	3	x	2	2	CCO[C@H]1OC(C(=O)N2CCN(Cc3ccccc3)CC2)=C[C@@H](C)[C@@H]1CCCO

Remaining list, next part
FXIIa inh 1536	hK5 inh	p97 ATPase inh	Wee1 degr inh	Rad51 HR inh	14-3-3 Bad inh	Mdm2 ligase inh	eIF4E 4G PPI	FXIa inh	structure
x	6	-1	-2	-6	-2	4	-2	1	CNS(=O)(=O)c1cccc(C(=O)NCC2(N3CCOCC3)CCCCC2)c1
5	-11	-1	-2	x	1	-28	-1	-7	COc1ccc(NC(=S)NCc2ccco2)cc1
9	-7	2	0	4	-2	-6	11	-5	O=C1CCC/C(=N\NC(=O)c2ccc(COc3cccc4cccnc34)cc2)C1
3	10	12	0	0	-9	-19	2	9	CC(Sc1nncs1)C(=O)NCC(=O)Nc1ccc(F)c(F)c1F (stereo not drawn)
4	-31	4	0	0	10[fluorescence artefact?]	-12	1	0	CCOC(=O)C(CC)Sc1ncnc2nc[nH]c12 (stereo not drawn)
7	-29	4	-2	1	-15	-12	-5	0	Cc1ccc(S(=O)(=O)Cn2nnnc2C(c2ccccn2)N2CCN(c3ccccc3)CC2)cc1 (stereo not drawn)
7	-29	7	1	x	-5[fluorescence artefact?]	x	3[fluorescence artefact?]	7	Cc1cccc(OCC(=O)NC(Cc2ccccc2)C(=O)O)c1 (stereo not drawn)
15	-14	-5	-2	3	2	-10	4	0	CC(=O)N1CCC(=O)N(C(C)C)c2ccccc21
6	-2	4	0	3	-17	-13	1	3	S=C(NCc1cccnc1)Nc1cc(Cl)cc(Cl)c1
16	-1	9	2	-1	0	-19	3	15	O=C(CCSCCc1ccccn1)Nc1ccccn1
3	2	-4	-1	-3	-3	4	-1	7	COC(=O)C1=C(C)N(C)C(C)=C(C(=O)OC)C1c1ccc(F)c(Br)c1
8	-5	3	-1	2	4	-6	-3	-5	COc1cc(C(=O)Nc2ccc(-n3cnnn3)c(C)c2)cc(OC)c1OC
14	-9	2	0	3	0[fluorescence artefact?]	0	-3	6	CCCN(CCC)C(=O)c1ccccc1C(=O)N(CCC)CCC
7	0	-5	-3	-19	0	1	-1	-3	COC(=O)c1cc(NC(=O)c2ccccc2F)cc(C(=O)OC)c1
14	-1	2	-1	-28	16	-11	-29	4	CCOC(=O)c1ccc(NC(=O)Nc2ccc3c4c(cccc24)C(=O)N3CC)cc1
-15	-10	6	1	8	x	-15	x	-11	Cc1ccnc2ccc(-c3nc4ccccc4o3)cc12
0	-2	-9	3	-1	-3	-16	-1	-5	Cc1occc1C(=O)N/N=C/c1ccccn1
5	1	4	0	-11	-8[fluorescence artefact?]	-9	6	-9	O=C(Nc1ccc(F)cc1)c1oc2ccccc2c1NC(=O)C1CCCC1
1	-3	1	-2	x	-2	1	3	-3	Cc1ccc(N2CCN(CC(O)COc3ccc([N+](=O)[O-])cc3)CC2)cc1 (stereo not drawn)
6	-8	1	0	-6	-8[fluorescence artefact?]	-18	5[fluorescence artefact?]	4	O=C(NNC(=O)c1ccccc1-n1cccc1)c1ccccc1

Copied from the list.
Cc1ccc(N2CCN(CC(O)COc3ccc([N+](=O)[O-])cc3)CC2)cc1 (stereo not drawn) in eIF4E 4G PPI = 3
COC(=O)C1=C(C)N(C)C(C)=C(C(=O)OC)C1c1ccc(F)c(Br)c1 in Mdm2 ligase inh = 4
